MOR-DOR inv ag = inverse agonist of human OPRM1-OPRD1 heterodimerization. hit rate 0.21% among 340,000. inhibition, % at 9.3 µM. cell-based MOR-DOR heterodimer luminescence, inverse agonism; in the data active = inhibition above about 22%, passing the limit was not always enough;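 note: 0% = cells with DMSO and 100% = wells without cells with DMSO; values of inactives mirror those of a sister screen read the other way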
Target sequence (P35372 whole entry, looked up): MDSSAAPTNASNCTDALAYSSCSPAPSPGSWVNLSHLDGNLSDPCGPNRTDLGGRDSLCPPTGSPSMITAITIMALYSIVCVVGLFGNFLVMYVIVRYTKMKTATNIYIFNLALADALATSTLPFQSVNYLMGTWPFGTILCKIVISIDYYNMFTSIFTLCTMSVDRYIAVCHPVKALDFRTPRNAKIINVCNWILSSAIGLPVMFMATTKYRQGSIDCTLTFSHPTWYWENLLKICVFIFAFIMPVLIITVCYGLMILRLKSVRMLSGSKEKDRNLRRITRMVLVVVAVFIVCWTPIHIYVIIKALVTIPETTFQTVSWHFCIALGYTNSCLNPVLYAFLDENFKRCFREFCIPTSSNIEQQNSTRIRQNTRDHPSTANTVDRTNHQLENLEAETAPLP
Target sequence (P41143 whole entry, looked up): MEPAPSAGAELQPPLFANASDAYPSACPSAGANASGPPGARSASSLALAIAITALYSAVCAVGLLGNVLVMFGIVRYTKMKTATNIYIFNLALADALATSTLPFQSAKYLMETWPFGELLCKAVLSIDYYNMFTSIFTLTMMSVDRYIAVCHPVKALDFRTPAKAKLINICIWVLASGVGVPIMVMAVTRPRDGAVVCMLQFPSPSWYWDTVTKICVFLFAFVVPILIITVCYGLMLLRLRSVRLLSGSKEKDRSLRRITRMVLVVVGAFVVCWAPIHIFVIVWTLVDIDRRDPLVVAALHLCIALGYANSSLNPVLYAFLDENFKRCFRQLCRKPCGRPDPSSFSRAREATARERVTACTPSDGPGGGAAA
V-ATPase pHluor = alters yeast V-ATPase proton transport; S. cerevisiae, pHLuorin cytosolic pH fluorescence; hit rate 0.37% among 350,000; response, % at 10 µM; in the data active = response mostly above about 7.3%, no sharp cut-off; inactive = mostly below about 5.4%; note: actives read high; inactives centre near 0; some compounds called inactive have numbers as strong as hits; reference of the scale not given here
Wnt act = activators of Wnt/beta-catenin signaling; Wnt/beta-catenin reporter cell assay, activator, plate reader; activation, % at 9.35 µM; hit rate 1.2% among 300,000; AID 743398; in the data active = activation above about 30%, passing the limit was not always enough; inconclusive = no clear call, values can overlap the other calls;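 note: 0% = neutral control wells and 100% = positive control wells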
MOR-DOR ag = agonists of human mu-delta opioid receptor heterodimerization; P35372+P41143; cells, OPRM1-OPRD1 heterodimerization, luminescence; activation, % at 9.3 µM; hit rate 0.3% among 340,000; AID 504326; in the data active = activation above about 18%;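 note: 0% = vehicle-treated cells and 100% = reference agonist; values of inactives mirror those of a sister screen read the other way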
Keap1 Nrf2 FP = inhibitors of human Keap1-Nrf2 protein-protein interaction | Keap1 Kelch-Nrf2 peptide fluorescence polarization, 1536-well | inhibition, % at 9.4 µM | hit rate 0.15% among 340,000; in the data active = inhibition above about 12%; inconclusive = no clear call, values can overlap the other calls; inactive = below about 7.3%;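 note: human Keap1 Kelch domain with fluorescein labeled Nrf2 9mer peptide probe; 0% = neutral control wells and 100% = peptide positive control; higher means more block of Keap1 binding to Nrf2 peptide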
LANA DNA inh = blocks KSHV LANA C-terminal domain binding to DNA; AID 504423; inhibition, % at 9 µM; hit rate 0.078% among 340,000; MBP-C-LANA/FAM-LBS DNA binding, fluorescence polarization;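 active = highest replicate inhibition at or above 60% at 9 µM, even if other replicates fall short; inactive = all replicates below 60% inhibition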;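 note: 0% = neutral control wells and 100% = 4 µM acridine orange control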
RTF Ca sens act = cardiac RTF calcium sensitization; activation, % at 7.2 µM; AID 493008; P19429+P45379; IANBD-labeled TnC RTF fluorescence at EC20 calcium; 0% EC20 calcium, 100% full calcium; hit rate 0.24% among 340,000;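 active = activation above the mean over all tested compounds plus 3 SD, cut at about 30% in these data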;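 note: rise in fluorescence read as greater calcium sensitivity of cardiac thin filaments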
Cardiac RTF inh = cardiac RTF calcium desensitization | P19429+P45379 | IANBD-labeled cardiac RTF, Ca2+ fluorescence | inhibition, % at 7.15 µM | hit rate 0.12% among 340,000 | AID 493244;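 active = inhibition above the mean inhibition of all tested compounds plus 3 SD, cut at about 17% in these data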;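 note: assay run at fixed EC70 calcium of 1.6 mM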
Pemphigus Ab inh = human desmoglein-3 autoantibody binding inhibition. binding (percent of control), % at 10 µM. DSG3-coupled beads, scFv-anti-DSG3-GFP binding, flow cytometry; active compounds read low. AID 588358. P32926. hit rate 0.48% among 310,000;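 active = binding more than 3 SD below its plate's average and above zero; inconclusive = below that plate limit but binding exactly zero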;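 note: hits lower antibody fragment binding to DSG3; some compounds called inactive have numbers as strong as hits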
Arr AP2 block = human beta-arrestin and AP2 interaction inhibition; FITC-arrestin peptide / GST-AP2 beads, flow cytometry; AP2 beta2 appendage carries R879A mutation; inhibition, % at 10 µM; hit rate 0.31% among 340,000; AID 504490;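 active = inhibition above a set limit, near 3 SD of compounds lacking own fluorescence, cut at about 54% in these data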;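 note: plate controls were DMSO wells for no effect and 5 µM unlabelled arrestin peptide for full effect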
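test system = AP2 appendage R879A on GSH beads | buffer or medium = PBS plus Tween 20 (0.05%) and BSA (0.1%) | incubation = 12 min plus 1 h, RT | detection = bead flow cytometry, FITC channel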
* marks the source's active call; other numbers are inactive results; u = inconclusive; x = not tested or not shown.

SMILES	MOR-DOR inv ag	V-ATPase pHluor	Wnt act	MOR-DOR ag	Keap1 Nrf2 FP	LANA DNA inh	RTF Ca sens act	Cardiac RTF inh	Pemphigus Ab inh	Arr AP2 block
CCOC(=O)c1ccc(Nc2ncnc3ccc(C)cc23)cc1	-8	-2	x	2.0	3	0.6	-1	-3	x	-12
COc1cc(NC(=O)c2ccco2)c(OC)cc1NC(=O)Nc1ccc(Cl)cc1	-51	-2	x	8.2	-2	2.0	9	0	102	-3
O=C(OCC(=O)N1CCOCC1)c1ccc2[nH]c3c(c2c1)CCCC3	-1	-3	6	0.3	0	2.1	4	5	88	39
O=C(C=Cc1ccccn1)c1ccccc1	3	3	-26	-0.6	-7	-0.9	-3	-8	93	-6
O=C(COC(=O)c1ccccn1)Nc1nc(-c2cccc([N+](=O)[O-])c2)cs1	13	-1	8	-2.3	4	-0.8	-5	8	94	-3
COCCN1Cc2cccc(C(=O)Nc3ccc(S(=O)(=O)N4CCCCC4)cc3)c2C1=O	-3	-5	-2	0.5	0	-11	-4	-5	104	-14
O=C(Cn1c(=O)oc2ccccc21)Nc1ccccc1Cl	13	0	3	-2.6	-5	8.4	2	-7	117	-6
O=C(OCc1ccccc1Cl)c1ccc(-n2cnnc2)cc1	19	-2	x	-4.2	-3	-1.3	-6	-6	104	23
O=C(CN1C(=O)CS/C1=C\c1nc(-c2ccc(Cl)cc2)cs1)Nc1cccnc1Cl	6	0	3	-1.2	-1	2.8	-2	-1	95	61*
Cc1ccc(COc2ccc(CNCCCN3CCCCCC3=O)cc2)cc1	-9	-3	1	1.8	-1	-1.5	-8	-5	113	5
Cc1ccc(O)c(NC(=O)/C=C/C(=O)O)c1	11	-1	1	-2.2	0	-1.6	2	5	101	-24
Cc1nn(Cc2ccccc2)c(C)c1NC(=O)CSc1nc(C2CC2)nc2c1cnn2-c1ccccc1	13	-2	x	-2.2	0	-0.4	-1	-6	105	-1
CCCCC(=O)Nc1ccc(C2C(=O)c3ccccc3C2=O)cc1	6	-5	6	-1.2	3	-0.4	-3	-9	x	5
COc1cc(/C=C(/C#N)C(=O)NCCCc2ccccc2)ccc1OCC(=O)O	5	-1	-1	-0.9	-1	-1.2	16	-6	118	22
Cc1c(C(=O)NCc2ccc3c(c2)OCO3)sc2nc(-c3ccccc3)cn12	-6	1	7	1.0	-1	0.1	12	1	58*	3
Cc1onc(-c2c(Cl)cccc2Cl)c1C(=O)NNC(=O)c1c(-c2c(Cl)cccc2Cl)noc1C	15	-1	-2	-2.9	-2	-0.1	3	-8	107	-7
Cc1nc(SCCC(=O)O)c2cc(-c3ccccc3)sc2n1	17	1	-1	-3.1	-2	-0.8	-8	0	102	12
CCOc1cc2[nH]c(=O)n(Cc3cccc(OC)c3)c(=O)c2cc1OCC	1	-4	x	-0.1	-3	0.4	7	0	86	15
COc1cc(C)c(Cl)cc1S(=O)(=O)N(C)C	17	2	-1	-4.2	2	0.3	1	2	94	7
Cc1ccc(C)c(Sc2ccc(NC(=O)CCN3C(=O)NC4(CCCC4)C3=O)cc2)c1	7	2	0	-1.8	-4	2.3	-4	-1	x	10
CSCCC(NC(=O)c1ccccc1)C(=O)OCC(=O)N(C)CCC#N (stereo not drawn)	-3	0	-2	0.6	3	-1.3	3	-8	96	23
O=C(c1cc(-c2cccc(O)c2)on1)N1CCCCC1	10	1	40*	-1.7	-1	-1.9	4	-9	100	1
COc1ccc(S(=O)(=O)CC2(O)CCN(C(=O)C(C)(C)C)CC2)cc1	12	-1	4	-2.5	-2	-0.8	9	-5	x	2
Cn1c(=O)c2cc3ccc(Cl)cc3nc2n(C)c1=O	x	6	2	x	x	x	x	x	114	3
Cc1cccc(Cn2nc(-n3cccc3)c3c(C)cc(C)nc32)c1	-8	0	-19	1.5	-2	-2.4	4	-9	93	-4

The last 5 compounds of the section above are carried over, then new ones follow:
SMILES	MOR-DOR inv ag	V-ATPase pHluor	Wnt act	MOR-DOR ag	Keap1 Nrf2 FP	LANA DNA inh	RTF Ca sens act	Cardiac RTF inh	Pemphigus Ab inh	Arr AP2 block
CSCCC(NC(=O)c1ccccc1)C(=O)OCC(=O)N(C)CCC#N (stereo not drawn)	-3	0	-2	0.6	3	-1.3	3	-8	96	23
O=C(c1cc(-c2cccc(O)c2)on1)N1CCCCC1	10	1	40*	-1.7	-1	-1.9	4	-9	100	1
COc1ccc(S(=O)(=O)CC2(O)CCN(C(=O)C(C)(C)C)CC2)cc1	12	-1	4	-2.5	-2	-0.8	9	-5	x	2
Cn1c(=O)c2cc3ccc(Cl)cc3nc2n(C)c1=O	x	6	2	x	x	x	x	x	114	3
Cc1cccc(Cn2nc(-n3cccc3)c3c(C)cc(C)nc32)c1	-8	0	-19	1.5	-2	-2.4	4	-9	93	-4
COc1cc([N+](=O)[O-])c2nc(C(=O)O)ccc2c1	15	-1	-1	-3.5	3	-23	0	7	96	1
Nc1c(C(=O)c2ccccc2)oc2ccccc12	-4	2	5	0.8	-2	-1.8	-5	-3	109	26
CC(=O)C1=C(O)C(=O)N(C)C1c1ccccc1[N+](=O)[O-] (stereo not drawn)	5	8	2	-0.9	0	1.3	9	4	x	-1
CCN(c1ccccc1C(=O)O)S(=O)(=O)c1ccc2[nH]c(=O)[nH]c2c1	8	-1	0	-1.4	2	-0.1	0	-7	90	4
CC1(C)C(c2cccs2)=[N+]([O-])C2(CCCCC/C2=N\O)N1O (stereo not drawn)	12	-1	-3	-2.4	1	-1.3	-1	-5	89	-8
Nc1nn2cc(-c3ccccc3)nc2c2ccccc12	-11	-3	19	2.1	0	-2.4	-6	1	129	12
COc1ccc(C(=O)Nc2ccc(NC(=O)c3ccco3)cc2)cc1	-10	-1	0	1.3	3	0.8	-1	-1	120	9
O=C(NCc1n[nH]c(=S)n1-c1ccc(Cl)c(Cl)c1)c1ccc(S(=O)(=O)N2CCCCC2)cc1	-9	7	11	1.2	-5	-0.7	-1	-2	x	-20
CCOC(=O)N1CCN(C(=O)c2ccc(N3CCCC3=O)cc2)CC1	0	3	x	0.0	-3	0.8	9	-10	103	2
OC1CN=C2C=CC=CN2C1 (stereo not drawn)	6	0	x	-1.1	-3	-0.2	-1	8	101	0
NC(=O)c1cc2c3ccccc3ccn2c1-c1ccccc1	-47	-2	u	9.9	6	11	2	-12	100	-6
CC(/C=C1\SC(=S)N(CC(=O)O)C1=O)=C\c1ccccc1	-1	-1	0	0.2	-8	2.4	-3	5	104	20
Clc1ccc(CONc2ncnc3nonc23)c(Cl)c1	-15	0	11	2.9	1	-1.6	-1	-10	99	-6
CCC1=C2CC[C@H]3C(=O)N(c4ccccc4)C(=O)[C@H]3[C@H]2[C@@]2(C)C(=NCC3CC3)OC(=O)N2C1=O	-3	2	0	0.6	-29	-1.0	-5	-18	103	0
O=C(Cc1c[nH]c2ccccc12)Nc1nc2ccccc2[nH]1	-14	0	x	2.2	2	0.2	-1	7	x	42
Cc1ccc(C(=O)CC2(O)C(=O)N(Cc3ccccc3)c3ccccc32)o1 (stereo not drawn)	14	-2	-4	-2.4	-3	1.9	-1	3	126	4
COc1ccc(Cl)cc1NC(=O)CSc1nnc(C)c(=O)n1N	5	-3	0	-0.9	3	-1.2	-2	-8	100	0
COc1ccc(Cn2ccnc2SCC(=O)Nc2ccccc2F)cc1	-1	0	-2	0.1	-4	0.3	-3	4	109	-12
CC(=O)c1c(C)[nH]c(C(=O)COC(=O)c2cccs2)c1C	5	0	-9	-1.1	-3	-3.4	-6	-4	122	4
Cc1ccccc1Oc1ccc2c(c1)[C@@H]1C[C@H](N(C)C(=O)c3ccc(C#N)cc3)[C@H]([C@H](C)O)C(=O)N1CC2	x	-2	-8	x	-3	-0.3	-4	-5	98	5
COc1ccc(CN2CCN(C(=O)c3cc(-c4cccnc4)nc4ccc(Cl)cc34)CC2)c(OC)c1OC	3	6	-1	-0.5	-3	-3.2	4	5	115	-22
NC(=O)C1CCN(CCC(=O)Nc2cccc(Cl)c2)CC1	1	5	-4	-0.1	-4	-1.4	6	-4	93	0
CC(=O)c1cc2c(cc1NS(=O)(=O)c1ccc(F)cc1)OCO2	9	-3	-2	-1.6	-1	-2.8	0	-2	95	36
COc1cc(-c2nc(Cc3ccccc3Cl)no2)cc(OC)c1OC	-5	3	x	1.0	-3	1.2	-2	-5	92	27
FC(F)(F)c1ccncc1-c1nnc(C2CCCCC2)o1	14	-3	-1	-2.9	2	0.2	-6	-6	103	0

Only LANA DNA inh and Wnt act (4 entries from above):
SMILES | LANA DNA inh | Wnt act
COc1ccc(Cl)cc1NC(=O)CSc1nnc(C)c(=O)n1N | -1.2 | 0
COc1ccc(Cn2ccnc2SCC(=O)Nc2ccccc2F)cc1 | 0.3 | -2
CC(=O)c1c(C)[nH]c(C(=O)COC(=O)c2cccs2)c1C | -3.4 | -9
Cc1ccccc1Oc1ccc2c(c1)[C@@H]1C[C@H](N(C)C(=O)c3ccc(C#N)cc3)[C@H]([C@H](C)O)C(=O)N1CC2 | -0.3 | -8

(list continues)
SMILES	MOR-DOR inv ag	V-ATPase pHluor	Wnt act	MOR-DOR ag	Keap1 Nrf2 FP	LANA DNA inh	RTF Ca sens act	Cardiac RTF inh	Pemphigus Ab inh	Arr AP2 block
CC(=O)c1ccc(NC(=O)CN2C(=O)NC3(CCCc4ccccc43)C2=O)cc1 (stereo not drawn)	15	-2	-5	-3.8	1	-1.7	4	0	94	18
Cn1c(=O)c(C(=O)Nc2ccccc2S(N)(=O)=O)c(O)c2ccccc21	15	-2	16	-2.7	1	-1.0	-2	0	101	-6
CCc1cccc(C)c1NC(=O)CSc1nnc(CCCOc2ccc(Cl)cc2Cl)n1C	-10	1	1	1.9	-2	-0.1	3	-8	98	11
O=C1C=C(c2cc(Cl)cc(Cl)c2)C[C@@H](c2ccc(F)cc2)C1	8	0	-2	-1.5	-4	-0.7	6	-4	107	1
COc1ccc(-n2cnc3cc(C(=O)NC4CCCC4)ccc32)cc1	-6	-1	-1	0.8	-3	0.7	3	7	101	13
Cc1cccc(C)c1NC(=O)C1CCN(S(C)(=O)=O)CC1	1	5	-1	-0.2	-2	-1.0	5	-1	115	30
CCc1noc(C)c1C(=O)N(C)CC(=O)Nc1ccccc1C(F)(F)F	-1	6	-2	0.1	-5	-1.2	5	-15	7.5*	-3
CCc1ccc(CN(C(=O)c2cccs2)C2CCS(=O)(=O)C2)cc1 (stereo not drawn)	9	2	9	-1.6	-1	0.6	-2	-5	107	49
COc1cc(C(=O)N2CCC(C(N)=O)CC2)ccc1OCc1c(C)noc1C	16	0	2	-3.1	-1	1.1	-1	3	95	22
